Compound activity (PubChem)
PAFAH2 inh: PAFAH2 (human) inhibition | Q99487 | recombinant PAFAH2, FP-rhodamine activity probe, fluorescence polarization | inhibition, % at 3.39 µM | 340,000 tested, 0.99% active | AID 492956;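 active means inhibition above the mean over all tested compounds plus 3 SD, cut at about 30% in these data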;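 further: inhibitors block probe labeling of enzyme so polarization drops; 0% = enzyme with DMSO and 100% = wells lacking PAFAH2 protein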
proCasp7 act: counter-screen: procaspase-7 (human) activation; 330,000 tested, 0.093% active; P55210; activation, % at 8.5 µM; recombinant procaspase-7, Ac-DEVD-pNA absorbance 405 nm; D23A/D198A/D206A triple mutant, cannot self-cleave; scale: DMSO 0, 5 µM enzyme 100;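 active means percent activation above the screen-wide mean plus 3 SD, cut at about 25% in these data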
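System: Procaspase-7 triple mutant (PC-7 D3A); measure: % activation from two-timepoint absorbance difference, scaled to controls; times: 1 h compound preincubation, 2 h substrate cleavage, 25 °C; also added: Ac-DEVD-pNA substrate, 400 µM as added; measured by: Epi-absorbance of released pNA at 405 nm, two timepoints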
core dimer inh: blocks dimerization of HCV core protein | 300,000 tested, 0.33% active | inhibition, % at 5 µM | TR-FRET GST/Flag-core106 dimerization, 1536-well;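 active means inhibition above the mean of all tested compounds plus 3 SD, set per screening campaign, cut at about 45% in these data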
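test system = GST/Flag-tagged HCV core106 proteins | probe or stimulus = Eu donor and XL665 acceptor anti-tag antibodies | times = compound-protein-antibody incubation 4 h at 22.5 °C | signal = TR-FRET, excitation 340 nm, emission 617 and 671 nm | measure = percent inhibition of core106 dimerization signal | controls = wells lacking GST-core106 and wells with excess unlabelled core106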
PP5 primary: inhibitors of human protein phosphatase 5 (PP5) | purified PP5c, OMFP substrate fluorescence | inhibition, % at 6.7 µM | 320,000 tested, 0.18% active;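 active means inhibition above the campaign's mean inhibition across all tested compounds plus 3 SD, cut at about 9.5% in these data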;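 further: 0% = DMSO only and 100% = 100 µM cantharidin control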
CTSL1 counter: blocks F. hepatica cathepsin L1 in PFM18AAP counter-screen; recombinant F. hepatica cathepsin L1, Z-Leu-Arg-MCA fluorescence; inhibition, % at 5.96 µM; 300,000 tested, 0.49% active;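 active means inhibition above the mean of all tested compounds plus 3 SD, set per screening campaign, cut at about 17% in these data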;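 further: 0% = plate median of test compound wells and 100% = 1 µM Z-Phe-Ala-diazomethylketone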
procasp3 activ: procaspase-3 (human) activation | recombinant procaspase-3 D3A, Ac-DEVD-pNA absorbance 405 nm | activation, % at 8.5 µM | 330,000 tested, 0.11% active | AID 463141;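 active means activation above the mean of all tested compounds plus 3 SD, cut at about 21% in these data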;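 further: 0% = DMSO alone and 100% = DMSO wells spiked with extra 5 µM PC-3 D3A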
Target sequence (P42574 whole entry D9A/D28A/D175A): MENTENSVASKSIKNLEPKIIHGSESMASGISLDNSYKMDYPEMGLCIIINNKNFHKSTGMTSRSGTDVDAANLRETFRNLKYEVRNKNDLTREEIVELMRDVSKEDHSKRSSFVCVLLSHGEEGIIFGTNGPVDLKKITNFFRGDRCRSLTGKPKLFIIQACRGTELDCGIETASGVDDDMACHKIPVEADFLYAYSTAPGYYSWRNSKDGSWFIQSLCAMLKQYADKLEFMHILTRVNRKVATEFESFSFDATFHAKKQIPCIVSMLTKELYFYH
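Evaluation: percent activation relative to control range; Material: Procaspase-3 D3A mutant, all three cleavage aspartates alanine; Compound: single dose, 8.5 µM nominal compound, 0.8% DMSO; Replication: one well per compound; Signal: absorbance at 405 nm, 0 and 120 min; Schedule: 1 h preincubation plus 2 h reaction at 25 °C.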
AHR activator: activators of human aryl hydrocarbon receptor; P35869; 320,000 tested, 2.5% active; activation, % at 5 µM; AHR-responsive luciferase reporter cells, luminescence; AID 2796; in the data active means activation above about 47%;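 further: 0% = vehicle wells and 100% = reference agonist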
Target sequence (P35869 whole entry, looked up): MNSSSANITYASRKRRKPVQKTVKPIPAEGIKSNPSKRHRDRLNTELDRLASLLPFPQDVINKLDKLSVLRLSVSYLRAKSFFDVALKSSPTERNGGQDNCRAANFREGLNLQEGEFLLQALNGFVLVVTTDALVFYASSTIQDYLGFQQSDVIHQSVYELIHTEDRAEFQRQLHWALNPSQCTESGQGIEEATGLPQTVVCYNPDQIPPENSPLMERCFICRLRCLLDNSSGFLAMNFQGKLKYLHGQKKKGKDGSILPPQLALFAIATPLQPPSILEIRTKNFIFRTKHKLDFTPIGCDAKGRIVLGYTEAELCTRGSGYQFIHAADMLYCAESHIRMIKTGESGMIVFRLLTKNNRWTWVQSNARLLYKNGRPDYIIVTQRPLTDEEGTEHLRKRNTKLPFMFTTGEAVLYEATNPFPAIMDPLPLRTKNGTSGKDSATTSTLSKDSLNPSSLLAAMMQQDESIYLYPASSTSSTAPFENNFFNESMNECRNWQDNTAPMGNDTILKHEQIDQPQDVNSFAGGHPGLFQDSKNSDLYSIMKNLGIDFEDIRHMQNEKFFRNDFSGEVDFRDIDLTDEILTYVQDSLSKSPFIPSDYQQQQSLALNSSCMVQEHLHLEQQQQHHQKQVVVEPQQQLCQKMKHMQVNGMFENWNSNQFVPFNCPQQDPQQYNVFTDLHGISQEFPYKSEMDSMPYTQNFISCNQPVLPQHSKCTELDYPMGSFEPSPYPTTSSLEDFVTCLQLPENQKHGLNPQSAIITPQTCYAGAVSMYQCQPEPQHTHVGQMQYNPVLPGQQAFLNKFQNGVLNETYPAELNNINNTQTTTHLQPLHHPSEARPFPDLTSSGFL
TPT1 inh: C. albicans TPT1 enzyme inhibition | inhibition, % at 5 µM | recombinant caTPT1, FP RNA substrate dephosphorylation | 300,000 tested, 0.81% active;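 active means inhibition above the mean of all tested compounds plus 3 SD, set per screening campaign, cut at about 24% in these data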;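 further: plate controls were DMSO alone for no effect and ferristatin control at 100 nM for full effect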
PP1 inh: counter-screen for PP5 inhibitors: inhibitors of human PP1-alpha | P62136 | purified PP1alpha, OMFP fluorescence | inhibition, % at 6.7 µM | 320,000 tested, 0.9% active | AID 2235;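 active means inhibition above the mean inhibition of all tested compounds plus 3 SD, computed separately for each screening campaign, cut at about 15% in these data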
* hit, by the source's call; x = no result given.

SMILES | PAFAH2 inh | proCasp7 act | core dimer inh | PP5 primary | CTSL1 counter | procasp3 activ | AHR activator | TPT1 inh | PP1 inh
CCS(=O)(=O)Nc1cccc(C2=NN(C(C)=O)C(c3cccs3)C2)c1 (configuration not stated) | -1 | 0 | 6 | 4.4 | -4 | 6 | 2 | -3 | -3
Cc1ccc(Cl)cc1NC(=S)N/N=C/c1cccc2ccccc12 | -8 | 4 | 5 | 3.3 | 8 | 9 | 55* | 0 | 7
COC(=O)c1c(NC(=O)CSc2nnnn2-c2ccccc2)sc2c1CCC(C(C)(C)C)C2 (configuration not stated) | -1 | -5 | 10 | 2.4 | -2 | -4 | 2 | 8 | -9
COc1cc(CCC(=O)NC2(C)CCS(=O)(=O)C2)cc(OC)c1OC (configuration not stated) | 7 | 3 | x | -0.3 | x | 10 | 0 | x | -1
O=C1CSc2ccc(S(=O)(=O)NCc3ccccc3Cl)cc2N1 | -7 | 1 | 4 | 1.5 | -2 | 5 | 1 | 1 | 0
COc1ccc(NC(=O)CN2CCN(c3nc(-c4cccc(OC)c4)cs3)CC2)cc1 | 9 | -2 | 5 | 4.0 | 9 | -9 | 7 | -2 | 0
COc1cc(C(=O)COC(=O)c2ccco2)cc(OC)c1OC | 0 | -1 | x | x | x | 5 | -1 | x | x
CC1CCN(c2ccccc2NC(=O)c2ccc([N+](=O)[O-])o2)CC1 | 2 | 6 | -4 | -1.4 | 2 | -2 | 0 | 1 | -2
O=C(NCc1cccc(C(F)(F)F)c1)c1cc(Cl)cc(Cl)c1 | -2 | 36* | -6 | 3.2 | 1 | 1 | 6 | -4 | 5
Cc1cc(C)n(C(=O)CNc2ccc(C)c(C)c2)n1 | -2 | -4 | -1 | 1.8 | -4 | 4 | 8 | 6 | -1
O=C(Nc1ccc(C(=O)O)cc1)/C(=C\C=C\c1ccccc1)NC(=O)c1ccccc1Br | 4 | 1 | -23 | 3.1 | 7 | -2 | 7 | 2 | 3
CS(=O)(=O)N(Cc1ccccc1)c1ccc(C(=O)NCCSCc2ccco2)cc1 | -9 | -6 | 2 | 0.0 | -2 | -9 | 4 | 2 | 4
Cc1cc(=O)nc2c3ccccc3n(C(C)C(=O)NCCN3CCOCC3)n12 (configuration not stated) | 16 | 7 | 10 | 0.4 | 4 | 10 | 1 | 2 | -3
Cc1noc(C(=O)Nc2cccnc2)c1Cl | -5 | 2 | -6 | 0.1 | 4 | 3 | 35 | 0 | -1
Cc1nn(CC(=O)c2ccccc2)c(=O)c2nn(-c3ccccc3F)c(C)c12 | 0 | 3 | 12 | 1.4 | 3 | -3 | -1 | 1 | -6
Cc1ccc(NC(=O)/C(=C\c2ccco2)NC(=O)c2ccco2)cc1 | 0 | 0 | 1 | 1.3 | 0 | 4 | 9 | 7 | -1
Cc1ccc(-n2c(C)cc(C(=O)COC(=O)c3ccc[nH]c3=O)c2C)cc1C | 1 | -7 | -5 | -0.3 | 1 | 9 | -2 | -1 | 21*
CC1(C(=O)NCCc2c[nH]c3ccccc23)C=CC2(CCCCC2)N1C(=O)c1ccccc1 (configuration not stated) | -4 | -3 | 6 | 4.1 | 5 | -3 | 18 | -3 | -4
Cc1onc(-c2ccccc2Cl)c1C(=O)NC(=S)Nc1ccc(C(C)C)cc1 | -3 | 2 | 3 | 0.1 | -3 | -2 | -3 | -1 | 1
COC(=O)c1cn(Cc2ccccn2)c(=O)c2ccccc12 | 3 | -2 | 0 | 1.7 | -4 | 4 | 0 | -3 | 1
COc1cccc(NC(=O)c2ocnc2C)c1 | -12 | 2 | 0 | -0.1 | -2 | 7 | 7 | 0 | -6
COc1cc2c(cc1OC)C(C1C(=O)CCCC1=O)N(C(=O)CCl)CC2 (configuration not stated) | -1 | -11 | -6 | 0.9 | 1 | -5 | 2 | 1 | -1
CCOC(=O)Cc1csc(Nc2c(C)n(C)n(-c3ccccc3)c2=O)n1 | -7 | -4 | 4 | -0.7 | 1 | -7 | -1 | 1 | -2
CSc1ccccc1-n1nnnc1SCC(=O)Nc1cc(C)ccc1C | -6 | 10 | 4 | 3.1 | 2 | -11 | 1 | 0 | 6
COc1ccc(CCNC(=O)c2cc(=O)n(C)c(=O)n2C)cc1OC | 1 | 8 | -4 | -0.4 | -1 | -2 | 6 | -2 | -6
Cc1ccc(-n2nc(C)c3c2NC2=C(C(=O)CC(C)(C)C2)C3c2ccccc2OCC(=O)O)cc1 (configuration not stated) | 0 | -2 | 16 | 0.3 | 2 | 0 | -1 | 0 | -8
O=C(CCN1CCOCC1)c1ccc(Cl)cc1 | 0 | 1 | -4 | -0.8 | 4 | -2 | -1 | -1 | -1
CC(=O)NCCc1ccc(S(=O)(=O)N2CCOCC2)cc1 | -2 | 8 | -1 | 1.8 | 1 | 5 | 0 | 0 | 3
Cn1c(=O)c2ncn(CC(=O)N=Nc3c(O)[nH]c4ccccc34)c2n(C)c1=O | x | 2 | -14 | 1.5 | 2 | 4 | 7 | -4 | -4
COc1cc2c(cc1OC)CN(CC(=O)Nc1ccc3c(c1)OCO3)CC2 | 5 | 8 | 21 | -0.8 | 0 | -2 | 2 | -6 | 5

Molecules listed so far that contain a thiophene ring, fused or not (two):
SMILES | PAFAH2 inh | proCasp7 act | core dimer inh | PP5 primary | CTSL1 counter | procasp3 activ | AHR activator | TPT1 inh | PP1 inh
CCS(=O)(=O)Nc1cccc(C2=NN(C(C)=O)C(c3cccs3)C2)c1 (configuration not stated) | -1 | 0 | 6 | 4.4 | -4 | 6 | 2 | -3 | -3
COC(=O)c1c(NC(=O)CSc2nnnn2-c2ccccc2)sc2c1CCC(C(C)(C)C)C2 (configuration not stated) | -1 | -5 | 10 | 2.4 | -2 | -4 | 2 | 8 | -9

Among those listed so far, these have an NH in an aromatic ring.
SMILES | PAFAH2 inh | proCasp7 act | core dimer inh | PP5 primary | CTSL1 counter | procasp3 activ | AHR activator | TPT1 inh | PP1 inh
Cc1ccc(-n2c(C)cc(C(=O)COC(=O)c3ccc[nH]c3=O)c2C)cc1C | 1 | -7 | -5 | -0.3 | 1 | 9 | -2 | -1 | 21*
CC1(C(=O)NCCc2c[nH]c3ccccc23)C=CC2(CCCCC2)N1C(=O)c1ccccc1 (configuration not stated) | -4 | -3 | 6 | 4.1 | 5 | -3 | 18 | -3 | -4
Cn1c(=O)c2ncn(CC(=O)N=Nc3c(O)[nH]c4ccccc34)c2n(C)c1=O | x | 2 | -14 | 1.5 | 2 | 4 | 7 | -4 | -4

New compounds follow.
SMILES | PAFAH2 inh | proCasp7 act | core dimer inh | PP5 primary | CTSL1 counter | procasp3 activ | AHR activator | TPT1 inh | PP1 inh
Cc1ccccc1OC(=O)C1C(c2ccccc2)C(C(=O)O)C1c1ccccc1 (configuration not stated) | -1 | 18 | 4 | 0.3 | 2 | 3 | -1 | -3 | 2
CCN(CC)c1nc(-c2ccc(Cl)cc2)cc(C(F)(F)F)c1C#N | 6 | 17 | 2 | -0.9 | -3 | 11 | 3 | 3 | -4
Cc1ccc2cc(C(c3nnnn3Cc3ccccc3)N3CCc4ccccc43)c(=O)[nH]c2c1C (configuration not stated) | -1 | 1 | 10 | 1.7 | 0 | 0 | 15 | 5 | 12
Cc1cc[n+](C2=C([O-])c3ccccc3C(=O)/C2=N\S(=O)(=O)c2cccs2)cc1C | -7 | -5 | -30 | 3.7 | 27* | -11 | -1 | 1 | 0
Cc1cnc(C(=O)Nc2ccc(C)c(S(=O)(=O)N(C)C)c2)cn1 | 7 | 0 | -6 | 2.4 | 0 | 0 | 3 | 2 | -10
O=C(Cn1cc(C(F)(F)F)ccc1=O)Nc1cc(S(=O)(=O)N2CCOCC2)ccc1Cl | -2 | 0 | 1 | 0.1 | 2 | 0 | -1 | 1 | 1
Cc1ccc(CNC(=O)c2cncc(Br)c2)cc1 | 7 | 0 | -3 | 0.0 | 0 | 3 | 13 | -1 | 0
O=C(CSc1nc(-c2ccco2)cc(C(F)(F)F)n1)Nc1ccc2c(c1)OCO2 | 1 | 1 | -1 | 3.0 | 4 | 5 | 3 | -1 | 2
O=C(NCc1cc(C(F)(F)F)ccc1F)C1CCC(=O)N(C2CC2)C1 (configuration not stated) | 1 | 9 | -3 | 1.9 | 0 | 0 | -2 | 0 | 2
COc1ccc(/C(C)=N/NC(=O)c2nnn(-c3nonc3N)c2-c2cccs2)cc1OC | -1 | -5 | 7 | -0.9 | 3 | 0 | -1 | 6 | -4
Fc1ccc(NCc2nnc(SCc3ccccc3)o2)cc1 | 8 | 8 | 3 | 0.0 | 4 | 2 | 0 | -1 | -5
c1ncn(C23CC4CC(CC(C4)C2)C3)n1 | -5 | -10 | 4 | -2.3 | -2 | 6 | -5 | 0 | 5
Cc1nn(C(C)(C)C)c(NC(=O)c2ccc(Cl)cc2Cl)c1Br | x | 7 | -1 | 0.8 | 2 | 4 | 1 | 1 | -5
O=C(CSCCO)Nc1cccc(C(F)(F)F)c1 | 2 | 12 | 2 | 0.3 | -4 | -2 | -3 | -3 | -4
FC(F)(F)c1cc(-c2ccco2)nc(NCc2ccco2)n1 | 2 | -8 | 9 | 2.6 | 2 | 6 | 1 | 2 | 4
COc1cccc(Oc2cc(NN3CCCCC3)c([N+](=O)[O-])cc2[N+](=O)[O-])c1OC | 2 | -7 | 11 | 1.4 | 2 | -2 | 13 | -1 | -3
O=C(COC(=O)c1ccc(-c2nnc(-c3ccccc3)o2)cc1)c1ccccc1 | 2 | -3 | -11 | 0.0 | -3 | -1 | 4 | 1 | 4
Cc1ccc(S(=O)(=O)N2CCCC(C(=O)NC3CC3)C2)cc1 (configuration not stated) | -6 | -7 | -3 | 2.3 | -1 | -2 | 2 | 1 | 0
C=CC[C@H](CC(=O)NCCO)C(=O)NC[C@@H](OC(=O)[C@H](CC=C)CC(=O)OC(C)(C)C)c1ccccc1 | -9 | -11 | x | x | x | 4 | 1 | x | x
Cc1cccc(N2CC(C(=O)Nc3ccc(S(=O)(=O)NCC4CCCO4)cc3)CC2=O)c1C (configuration not stated) | 0 | -3 | 3 | -0.1 | 1 | 8 | -1 | 1 | 5
CCOC(=O)[C@H]1[C@H]2COc3ccc(Cl)cc3[C@@H]2N2C(=O)c3cc(Br)ccc3NC(=O)[C@@]12C | -45 | 4 | 18 | 6.1 | 1 | -1 | 8 | -1 | 3
CCCCc1nc2sc3c(=O)n(N)cnc3c2c2c1CCC2 | -6 | 8 | 2 | 1.1 | -1 | -4 | 3 | -7 | -3
CC(C)CN(C(=O)CSc1nc2ccccc2c(=O)[nH]1)c1c(N)n(CC(C)C)c(=O)[nH]c1=O | -2 | 9 | x | x | x | 6 | -3 | x | x
COc1ccc(C(C#N)N2CCCCC2)cc1OC (configuration not stated) | -1 | 10 | -5 | 3.6 | -2 | 17 | 0 | -2 | -2
Cc1ccc(NCc2nnc(SCC(=O)OC3CCCCC3)o2)c(C)c1 | 18 | 9 | 6 | 3.8 | 5 | 4 | -1 | -1 | -1
Cc1cc(OC2CCCCC2)nc(NCc2ccccc2)n1 | x | -3 | 3 | 2.2 | 3 | -6 | 0 | -3 | -2
O=C(O)CNC(=S)N(Cc1ccccc1Cl)C1CCCCC1 | 7 | -8 | 0 | -0.2 | 2 | 2 | 2 | -1 | 0
COc1cc(CCC(=O)OCC(=O)Nc2ncc(Cl)cc2Cl)cc(OC)c1OC | 7 | 1 | 32 | 0.5 | -10 | 4 | 7 | -3 | 1
